NOD2 RIPK2 PPI = blocks binding of human NOD2 to RIPK2. O43353. CHO BLA complementation NOD2-RIPK2, CCF4 ratio. inhibition, % at 4.98 µM. 360,000 compounds, 0.38% hits; in the data active = inhibition above about 21%;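 note: 0% = vehicle only and 100% = reference blocker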
Target sequence (O43353 whole entry, looked up): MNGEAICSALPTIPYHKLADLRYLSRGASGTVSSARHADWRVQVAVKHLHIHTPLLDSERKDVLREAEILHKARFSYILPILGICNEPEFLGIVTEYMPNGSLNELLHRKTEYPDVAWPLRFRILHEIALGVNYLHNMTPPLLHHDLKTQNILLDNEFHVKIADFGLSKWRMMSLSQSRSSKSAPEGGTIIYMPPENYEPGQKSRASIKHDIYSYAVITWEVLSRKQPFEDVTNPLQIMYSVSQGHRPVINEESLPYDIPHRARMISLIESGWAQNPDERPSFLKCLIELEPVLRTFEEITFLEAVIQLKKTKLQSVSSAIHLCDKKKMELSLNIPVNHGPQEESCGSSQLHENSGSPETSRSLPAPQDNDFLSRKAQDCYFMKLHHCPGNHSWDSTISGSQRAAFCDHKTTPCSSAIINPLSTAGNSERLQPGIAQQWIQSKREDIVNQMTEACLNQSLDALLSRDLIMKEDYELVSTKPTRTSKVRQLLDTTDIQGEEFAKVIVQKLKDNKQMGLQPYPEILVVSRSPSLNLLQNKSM
HTR2A ag = mouse HTR2A agonism via beta-arrestin recruitment. CHO-K1 mHTR2A beta-arrestin complementation, luminescence; percent of 30 µM serotonin response. 360,000 compounds, 0.66% hits. AID 624169. activation, % at 7.6 µM;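 active = activation above a run cutoff, the mean activation of all tested compounds plus 3 SD, cut at about 14% in these data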;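 note: 0% = plate median of compound wells and 100% = 30 µM serotonin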
Target sequence (P35363 whole entry, looked up): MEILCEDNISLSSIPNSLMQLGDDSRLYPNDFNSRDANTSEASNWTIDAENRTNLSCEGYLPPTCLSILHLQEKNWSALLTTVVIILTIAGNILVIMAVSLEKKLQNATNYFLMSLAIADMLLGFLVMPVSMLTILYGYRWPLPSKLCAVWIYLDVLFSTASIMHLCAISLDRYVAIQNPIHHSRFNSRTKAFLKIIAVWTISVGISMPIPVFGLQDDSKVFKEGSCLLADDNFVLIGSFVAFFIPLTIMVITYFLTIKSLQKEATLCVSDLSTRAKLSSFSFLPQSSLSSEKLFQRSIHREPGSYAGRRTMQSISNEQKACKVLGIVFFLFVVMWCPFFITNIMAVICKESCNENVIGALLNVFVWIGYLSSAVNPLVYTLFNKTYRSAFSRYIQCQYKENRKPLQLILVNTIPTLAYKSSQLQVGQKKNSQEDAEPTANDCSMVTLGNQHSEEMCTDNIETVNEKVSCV
ABCB6 inh 2 = human ABCB6 transporter inhibition. AID 602162. fluorescence ratio to DMSO, % at 10 µM. 360,000 compounds, 0.19% hits. K562-ABCB6 porphyrin accumulation, flow cytometry, 1 h; hits give low values;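 active = fluorescence ratio to DMSO below 75%, the collection mean minus 3 SD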;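 note: signal is porphyrin accumulated inside mitochondria; 100% equals median channel fluorescence of DMSO control wells; lower ratio means ABCB6 inhibition with less porphyrin fluorescence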
MC4R antag cAMP = antagonists of human melanocortin 4 receptor (MC4R); P32245; MC4R-expressing cells, MTII-stimulated cAMP, LANCE TR-FRET; inhibition, % at 6.5 µM; 360,000 compounds, 0.48% hits;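 active = inhibition above its plate's cutoff, the mean of tested wells on that plate plus 3 SD, cut at about 29% in these data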;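 note: 0% = Melanotan II alone and 100% = Melanotan II plus saturating MCL0020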
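Assay system: U2OS cells stably expressing human melanocortin 4 receptor (MC4R) / Dosing: 6.5 µM / Timing: compound 30 min, challenge 1 h, detection 1 h / Measured by: Eu-cAMP/anti-cAMP TR-FRET, emission 671 nm / Replicates: singlicate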
H9c2 protect = modulators protecting cardiomyocytes from myocardial damage | AID 588492 | 360,000 compounds, 0.63% hits | protection from H2O2 cell death, % at 20 µM | H9c2 cardiomyocytes, H2O2 injury protection, ATPLite, 2 h;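 active = compounds giving at least 50% protection of heart cells from peroxide-induced death in the single-dose screen, raw or plate-pattern-corrected value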;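 note: 0% = DMSO wells with peroxide and 100% = DMSO wells without peroxide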
ABHD5-PLIN5 inh = inhibitors of human ABHD5-perilipin-5 interaction; inhibition, % at 4 µM; Q00G26+Q8WTS1; Split G. princeps luciferase complementation, luminescence, 4 h; 360,000 compounds, 0.78% hits;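 active = inhibition above the mean inhibition across every tested compound plus 3 SD, cut at about 22% in these data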;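 note: 0% = DMSO only wells and the 100% control is not disclosed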
Glyco luc inh = N-linked glycosylation inhibition | D54 ERlucT glycosylation luciferase reporter, 24 h; percent of 100 nM tunicamycin response | reporter increase, % at 12.5 µM | 360,000 compounds, 0.23% hits;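 active = mean luciferase reporter signal, scaled so untreated is 0 and the glycosylation-blocking control 100, at or above a set limit in every replicate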;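 note: luciferase carries N-glycosylation sites so blocking glycosylation raises the light; 0% = median of neutral control wells and 100% = median of 100 nM tunicamycin wells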
SRC2 inh = human SRC2 (NCOA2) inhibition; 370,000 compounds, 0.17% hits; Q15596; inhibition, % at 9 µM; HEK293 GAL4-SRC2 luciferase reporter, luminescence;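 active = inhibition above the mean inhibition of all tested compounds plus 3 SD, set per campaign, cut at about 52% in these data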;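 note: 0% = DMSO treated cells and 100% = cells given Gossypol at 36 µM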
MC4R ag barr = agonists of human melanocortin 4 receptor (MC4R) beta-arrestin. AID 540308. U2OS MC4R beta-arrestin complementation, luminescence; percent of melanotan II response, DMSO zero. 360,000 compounds, 0.98% hits. activation, % at 8.9 µM;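 active = activation above a per-plate cutoff, the mean activation of sample wells on that plate plus 3 SD, cut at about 8% in these data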
TLR9-MyD88 inh = TLR9-MyD88 interaction inhibition; Q9NR96+Q99836; CHO BLA complementation TLR9-MyD88, CCF4 FRET ratio; inhibition, % at 4.98 µM; 340,000 compounds, 0.21% hits;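 active = inhibition above the mean over all tested compounds plus 3 SD, cut at about 21% in these data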;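 note: 0% = DMSO only wells and 100% = clavulanate BLA inhibitor control wells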
Numbers without * were called inactive; i = inactive; . = no result given. Some of the compounds tested; count on the stated rates, not on these rows.

SMILES | NOD2 RIPK2 PPI | HTR2A ag | ABCB6 inh 2 | MC4R antag cAMP | H9c2 protect | ABHD5-PLIN5 inh | Glyco luc inh | SRC2 inh | MC4R ag barr | TLR9-MyD88 inh
CCCC(c1nnnn1CS(=O)(=O)c1ccc(C)cc1)N1CCN(CC)CC1 (configuration not stated) | -12 | -3 | 103 | 10 | -2 | -1 | -2 | 20 | -2.7 | .
COC(=O)c1c(NC(=O)c2ccccc2N(C)S(=O)(=O)c2ccccc2)sc2c1CCCC2 | -7 | -3 | 101 | -3 | -12 | 3 | 17 | -8 | -1.3 | -2
CSc1nnc(NC(=O)c2ccc(C)c(S(=O)(=O)N3CCOCC3)c2)s1 | 5 | -1 | 91 | -1 | 0 | -4 | 2 | -3 | -1.0 | 0
CCN1CCN(C(=O)c2ccc3c(c2)N(Cc2ccc(F)cc2)C(=O)c2ccccc2S3=O)CC1 (configuration not stated) | -2 | -4 | 102 | 6 | 2 | 9 | -2 | -31 | -0.3 | -1
COc1cc2ccccc2cc1C(=O)Nc1ccc(O)cc1 | -1 | 6 | 100 | -8 | -16 | -23 | -4 | -26 | 5.0 | 3
COC1CCN(Cc2c(C(=O)N3C[C@@H](C)O[C@@H](C)C3)nc3ccc(Cl)cn23)CC1 | -11 | 6 | 98 | 10 | -1 | 7 | 1 | -2 | -1.8 | -8
O=C1C=C(c2ccc3ncccc3c2)C[C@@H](c2ccc3c(c2)OCO3)C1 | 6 | -3 | 98 | -15 | 1 | -6 | 13 | 8 | -1.2 | -3
Cc1ccc(N2C(=O)[C@@H]3C(C(=O)C(c4ccccc4)c4ccccc4)=NN[C@@H]3C2=O)cc1 | 3 | 2 | 96 | 0 | -5 | -3 | 0 | -8 | 0.7 | 6
O=C(NCc1ccncc1)C1CCCN(S(=O)(=O)Cc2ccccc2)C1 (configuration not stated) | 1 | 0 | 89 | 5 | 3 | 4 | 0 | 8 | -0.2 | -1
COC(=O)c1sccc1NC(=O)Nc1cccc(C)c1 | 0 | 2 | i | 1 | -4 | -5 | 0 | -9 | -0.3 | -5

Reprinted at random: three compounds from above
SMILES | NOD2 RIPK2 PPI | HTR2A ag | ABCB6 inh 2 | MC4R antag cAMP | H9c2 protect | ABHD5-PLIN5 inh | Glyco luc inh | SRC2 inh | MC4R ag barr | TLR9-MyD88 inh
Cc1ccc(N2C(=O)[C@@H]3C(C(=O)C(c4ccccc4)c4ccccc4)=NN[C@@H]3C2=O)cc1 | 3 | 2 | 96 | 0 | -5 | -3 | 0 | -8 | 0.7 | 6
O=C(NCc1ccncc1)C1CCCN(S(=O)(=O)Cc2ccccc2)C1 (configuration not stated) | 1 | 0 | 89 | 5 | 3 | 4 | 0 | 8 | -0.2 | -1
CCN1CCN(C(=O)c2ccc3c(c2)N(Cc2ccc(F)cc2)C(=O)c2ccccc2S3=O)CC1 (configuration not stated) | -2 | -4 | 102 | 6 | 2 | 9 | -2 | -31 | -0.3 | -1

Next part.
SMILES | NOD2 RIPK2 PPI | HTR2A ag | ABCB6 inh 2 | MC4R antag cAMP | H9c2 protect | ABHD5-PLIN5 inh | Glyco luc inh | SRC2 inh | MC4R ag barr | TLR9-MyD88 inh
O=C1OCCN1C(=O)[C@H]1[C@H](c2ccc(Cl)cc2)C(c2ccc(F)cc2)=NN1c1ccccc1 | 7 | 6 | 102 | 19 | 10 | 4 | 1 | -28 | 4.7 | -3
CS(=O)(=O)c1ccc(NC(=O)CN2C(=O)C3CCCCC3C2=O)cc1 (configuration not stated) | 2 | -2 | 90 | -1 | 1 | -2 | 1 | -22 | -3.1 | 2
Cc1ccc2c(c1)nc(NCCCO)n2C | 4 | 2 | 92 | -6 | -1 | 2 | 1 | 1 | -0.1 | -19
CC1=C(CC(=O)NCC(=O)NCC(=O)O)c2cc(F)ccc2/C1=C/c1ccc(S(C)=O)cc1 (configuration not stated) | -2 | -3 | 103 | -14 | -2 | 8 | 0 | -27 | 0.1 | -1
O=C(Nc1nc(-c2cccnc2)cs1)c1ccccc1F | -5 | -6 | 105 | -2 | -1 | -4 | -1 | -42 | -0.7 | 10
COc1ccc(/C=C/C(=O)c2ccoc2)cc1 | -1 | 0 | 107 | 2 | 2 | 11 | 2 | -15 | 0.1 | 3
Cn1c(=O)c2c(ncn2CC(=O)Nc2cc(S(=O)(=O)N3CCCCC3)ccc2O)n(C)c1=O | 3 | -7 | 89 | 4 | 1 | 0 | -1 | 12 | -2.2 | -4
COc1ccccc1-n1c(C)nnc1SCC(=O)Nc1cc(C)cc(C)c1 | -7 | 3 | 98 | 0 | 4 | -2 | 2 | -9 | -0.8 | -1
O=C(C1=C(O)C(=O)N(CC2CCCO2)C1c1ccccc1F)c1ccco1 (configuration not stated) | -9 | 7 | 98 | 8 | 8 | 6 | 1 | -30 | -0.1 | -6
CC(C)=CCCC(C)CN1CCC(O)CC1 (configuration not stated) | -10 | -1 | 104 | 8 | -2 | -6 | -1 | 8 | 2.5 | -8
Cc1cc(C(=O)NNC(=O)c2sccc2C)c(C)o1 | -15 | 2 | 99 | -1 | -4 | 8 | -1 | -19 | -2.3 | 6
COc1ccc(C(NC(C)=O)c2nccc3cc(OC)c(OC)cc23)cc1OC (configuration not stated) | -6 | 6 | 101 | 2 | 11 | -8 | -2 | -4 | 0.9 | 2
CC(C)(C)c1ccc(S(=O)(=O)N2CCCC2C(=O)NC2=NCCS2)cc1 (configuration not stated) | -9 | 4 | 97 | 7 | -4 | -5 | -1 | 2 | 0.5 | 2
CC1=CC2=NC(=O)CC(C)(C(=O)N(CC(=O)NC3CCCC3)Cc3ccc(Cl)cc3)N2C=C1 (configuration not stated) | -10 | 3 | 105 | 3 | 0 | -1 | 1 | 4 | -0.1 | 12
CCN1CCN(C(=O)c2ccc(CSc3ccc(C)cc3)cc2)CC1 | -8 | -9 | 96 | 5 | -5 | 0 | -4 | -8 | 0.4 | 5
O=C(CCc1nnc(Cc2ccc(-c3ccccc3)cc2)o1)NCC1CC1 | -13 | -3 | 102 | -4 | 0 | 12 | -2 | -8 | -0.3 | 3
N#CCCn1nc(-c2ccccc2)c2ccccc2c1=O | -5 | -6 | 96 | 1 | 10 | 3 | 2 | -14 | 0.3 | 1
COc1ccc(N2CCN(CCCNC(=O)C3CCC(CNc4nc(=S)[nH]c5ccccc45)CC3)CC2)cc1 (configuration not stated) | 0 | -5 | 101 | 4 | 7 | 8 | -2 | 4 | -2.6 | 8
CN(C)c1nc(C(F)(F)F)cc(=O)[nH]1 | 0 | 3 | 105 | 0 | 1 | 4 | 1 | -12 | 2.5 | 2
O=C(Nc1ccc(Br)cn1)c1ccc(Cl)s1 | -4 | -9 | 95 | -7 | -1 | -5 | -6 | -90 | -1.6 | 4
CC(C)Oc1ccc(F)cc1-c1cc(C(=O)Nc2ccccc2)[nH]n1 | 6 | -6 | 100 | 9 | -3 | -3 | -1 | 20 | -1.3 | .
COC(=O)C(NC(=O)c1ccccc1)C(C)(C)SCc1ccccc1 (configuration not stated) | 3 | 5 | 101 | 11 | 0 | -6 | 0 | 8 | 0.7 | -3
O=S(=O)(N1CCCCC1)N1CCNCC1 | -17 | 4 | 97 | 2 | 6 | 4 | 0 | 16 | 1.2 | 2
O=C(N/N=C/c1cccc(Oc2ccccc2)c1)c1ccncc1 | 1 | -5 | 94 | 14 | -6 | -1 | 0 | 0 | -2.4 | -8
Cc1ccc(S(=O)(=O)N2CCCCC2)c2nsnc12 | -8 | -3 | 99 | -7 | 2 | -3 | 0 | 4 | -1.0 | 5
CCn1cc(C(=O)N[C@@H](C)C(=O)NCCCN2CCOCC2)c(=O)c2cc3c(cc21)OCO3 | -2 | 2 | 94 | 0 | 3 | -6 | 1 | -28 | -1.7 | 5
Cc1ccc(F)c(S(=O)(=O)NC(=O)C2(C)CCN2C(=O)c2cccc3ccccc23)c1 (configuration not stated) | 8 | -5 | 97 | 0 | 1 | -9 | 1 | -12 | 0.2 | .
O=C(NNS(=O)(=O)c1ccc(Cl)cc1)NC1CCCCC1 | 5 | -3 | 104 | 11 | 5 | -2 | -1 | -14 | 2.5 | 5
O=C(CC[C@H]1O[C@@H](n2ccc(=O)[nH]c2=O)[C@H](O)[C@@H]1O)N[C@@H](Cc1ccccc1)C(=O)NCC1CCCO1 (some centres not stated) | 10 | -1 | 102 | . | 6 | 2 | 2 | 2 | . | .
CC1CCCCN1C(=O)Cn1c(=O)oc2cc(S(=O)(=O)N3CCCCC3)ccc21 (configuration not stated) | -4 | 11 | 93 | 1 | 1 | -9 | 0 | 7 | 0.7 | -3

The list goes on; the last 2 above are carried over.
SMILES | NOD2 RIPK2 PPI | HTR2A ag | ABCB6 inh 2 | MC4R antag cAMP | H9c2 protect | ABHD5-PLIN5 inh | Glyco luc inh | SRC2 inh | MC4R ag barr | TLR9-MyD88 inh
O=C(CC[C@H]1O[C@@H](n2ccc(=O)[nH]c2=O)[C@H](O)[C@@H]1O)N[C@@H](Cc1ccccc1)C(=O)NCC1CCCO1 (some centres not stated) | 10 | -1 | 102 | . | 6 | 2 | 2 | 2 | . | .
CC1CCCCN1C(=O)Cn1c(=O)oc2cc(S(=O)(=O)N3CCCCC3)ccc21 (configuration not stated) | -4 | 11 | 93 | 1 | 1 | -9 | 0 | 7 | 0.7 | -3
N#Cc1ccc(CO/N=C/c2ccccc2)cc1 | 5 | -3 | 104 | 3 | 6 | -1 | 0 | 10 | -3.4 | -13
Cc1nc(C(=O)NC2CCCCC2)sc1C1(C)CC(c2cccc([N+](=O)[O-])c2)=NO1 (configuration not stated) | -10 | -12 | 96 | 8 | 1 | -7 | -3 | 14 | -1.4 | -20
CC(C)c1nnc(NC(=O)CCC(=O)NC2CCCc3ccccc32)s1 (configuration not stated) | -3 | 9 | 105 | 0 | 6 | -3 | 1 | -18 | 0.7 | 8
CCC(=O)N1CCc2cc(S(=O)(=O)NC(Cc3ccccc3)C(=O)O)ccc21 (configuration not stated) | -8 | -1 | 94 | 4 | -2 | 0 | 2 | -22 | -1.0 | -12
c1ccc2c3c([nH]c2c1)C1(CCCCC1)NCC3 | -3 | 10 | 103 | -1 | 4 | 2 | -4 | 9 | 2.5 | 13
